# High-throughput results as filed in PubChem.
# esBAF inh: Bmi1 luciferase reporter increase in mESCs, primary screen, esBAF inhibitor project, mouse ES cells, Bmi1 luciferase knock-in, single point | 24 h; 100% = twice the neutral-well signal | reporter increase, % at 12.5 µM | AID 602393, 2012 | hit rate 2% among 350,000; in the data active = activation above about 40%; inconclusive = no clear call, values can overlap the other calls;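 also: 0% = median of the plate's neutral control wells and 100% = double that signal; a rise in the Bmi1 reporter signal indicates esBAF inhibition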
# RAD54 branch: inhibitors of human RAD54 branch migration, primary screen, biochemical, fluorescence, single point. DNA repair and recombination protein RAD54-like (Homo sapiens), Q92698. RAD54 Holliday junction branch migration, FAM/BHQ fluorescence. inhibition, % at 10.4 µM. hit rate 0.14% among 360,000. AID 602329, 2012;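 active = mean normalized replicate activity at least 40 and at least half of replicates scoring 40 or more; inconclusive = only one of the two criteria met; inactive = mean below 40 and under half of replicates reaching 40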;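 also: 0% = median of neutral control wells and 100% = median of positive control wells; inhibitors cause a drop in the FAM fluorescence signal; in these data hits start at about 50%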
# Target sequence (Q92698 whole entry, looked up): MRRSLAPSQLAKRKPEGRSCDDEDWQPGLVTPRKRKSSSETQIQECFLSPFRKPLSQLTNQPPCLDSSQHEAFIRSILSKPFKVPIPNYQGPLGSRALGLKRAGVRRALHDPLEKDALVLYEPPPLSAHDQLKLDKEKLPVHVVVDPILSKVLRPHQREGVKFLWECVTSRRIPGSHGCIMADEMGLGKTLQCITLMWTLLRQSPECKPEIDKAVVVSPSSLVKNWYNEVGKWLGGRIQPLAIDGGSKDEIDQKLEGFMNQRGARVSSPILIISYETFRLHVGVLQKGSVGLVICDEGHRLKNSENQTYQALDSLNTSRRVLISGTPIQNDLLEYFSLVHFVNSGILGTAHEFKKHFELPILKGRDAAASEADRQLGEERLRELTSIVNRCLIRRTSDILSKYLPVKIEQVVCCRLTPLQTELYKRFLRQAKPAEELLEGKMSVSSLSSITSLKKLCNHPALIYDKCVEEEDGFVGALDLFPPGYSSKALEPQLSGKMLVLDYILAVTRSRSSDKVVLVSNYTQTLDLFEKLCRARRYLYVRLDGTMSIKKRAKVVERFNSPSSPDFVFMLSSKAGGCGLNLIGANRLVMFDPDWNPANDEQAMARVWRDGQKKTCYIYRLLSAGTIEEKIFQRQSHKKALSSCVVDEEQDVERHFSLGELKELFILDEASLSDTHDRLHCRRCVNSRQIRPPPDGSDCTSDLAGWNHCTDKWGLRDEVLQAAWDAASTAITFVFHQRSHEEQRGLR
# * hit, by the source's call; u = inconclusive. Only part of the results is shown; rates above refer to the full screens.
SMILES,esBAF inh,RAD54 branch
Cc1ccc(N2CCN(c3ccc(C)cc3)C2c2ccncc2)cc1,7,2
Cc1ccc(NC(=O)NCCCN2CCOCC2)cc1,-2,1
Cc1ccc(C(=O)CSc2nccn2-c2ccccc2)cc1,u,0
O=C(N1CCOCC1)N(Cc1ccccc1)c1ccccn1,3,-8
COc1ccc(Cl)cc1C(=O)Nc1ccc2c(c1)OCO2,51*,1
c1cncc(-c2nc(NCC3CCCO3)c3ccccc3n2)c1 (centres undefined),-3,3
CCC1CCCCN1S(=O)(=O)c1ccc(C(=O)Nc2nnc(-c3ccccc3Cl)o2)cc1 (centres undefined),-1,4
O=C1OCCC1Sc1ncnc2sc3c(c12)CCC3 (centres undefined),-10,3
Cc1ccc(C(C)C)c(OCC(=O)N2CCOCC2)c1,-6,-4
O=C(CSc1nc2ccccc2n1CC(=O)N1CCCC1)Nc1ccc2c(c1)OCO2,5,-9
COc1cc([N+](=O)[O-])ccc1N/C=C/C(=O)c1cccs1,-29,-43
Cc1c(C(=O)O)sc(=S)n1CCOc1ccccc1,1,1
CC1(C)CC(=O)C2=C(C1)NC(=O)CC2c1cccc(F)c1 (centres undefined),3,6
Cc1ccc(CN(C(=O)c2ccco2)C(C(=O)NC2CCCC2)c2ccc(N3CCOCC3)cc2)cc1 (centres undefined),0,4
CCOC(=O)c1ccc(NC(=O)C2(c3ccccc3)CCCC2)cc1,3,6
CCN(CC)c1nc2ccccc2nc1C(C#N)C(=O)NCCCOC (centres undefined),-2,3
COc1ccc(C(=S)Nc2ccccc2)cc1,13,-5
CC(=O)COc1ncn(-c2ccccc2)n1,8,5
O=C(c1cccnc1)N1C2C=CC(C2)C1(C(F)(F)F)C(F)(F)F (centres undefined),-10,-2
C=CCc1ccccc1OCC(O)CN1CCN(c2ccccc2F)CC1 (centres undefined),4,-7
Cc1ccc(-n2c(C)cc(C)c(C#N)c2=O)cc1Cl,4,-3
Cc1cc(=O)[nH]c(-n2nc(C)cc2C)n1,2,5
Nc1c(-c2ccccc2)nc(Cl)nc1-c1ccccc1,-6,-10
Cc1ccc(OCCSc2nnc(-c3ccncc3)n2C)cc1,2,-2
C/C(=N\Nc1cc(Cl)nc(C)n1)c1ccccc1,u,3

# Next section.
SMILES,esBAF inh,RAD54 branch
COc1cccc(Nc2nc3ccccc3n3nnnc23)c1,21,11
Cc1cc(=O)n2nc(N3CCCC(C(=O)N4CCN(C)CC4)C3)sc2n1 (centres undefined),-4,-6
COc1ccc(OC)c(NC(=O)c2ccccc2SC)c1,3,6
CC1=CC(C)(C)C(C(=O)O)C(C(=O)O)C1 (centres undefined),4,19
COC(=O)c1ccccc1NC(=O)c1ccc(COc2ccc(C)c(C)c2)o1,2,4
Cc1cc(C(=O)NCCCn2ccnc2)sc1-c1ccccc1,1,-7
CCn1c(SCC(=O)Nc2ccc(N3CCOCC3)c(Cl)c2)nnc1-c1ccc(N)cc1,13,2
Cc1ccc(CC2CC(=O)N(CC(=O)O)C2=O)cc1 (centres undefined),-3,-3
CCCC(=O)c1ccc(N2CCOCC2)c(F)c1,2,-5
Nc1c(S(=O)(=O)c2ccccc2)nnn1-c1ccccc1,1,11
Nn1c(SCC(=O)NCc2ccc3c(c2)OCO3)nnc1C1CC1,-8,-2
COC(=O)c1nn(-c2ccccc2)c(Sc2ccc(C)cc2)c1/C=N/O,-6,-13
CC1(C)C2CCC1(CS(=O)(=O)N1CCCc3ccccc31)C(=O)C2 (centres undefined),1,4
CNc1nc2sc3c(c2c(=O)n1C)CC(C)(C)SC3,7,-8
CCCCOc1ccc(C(=O)N/C(=C\c2ccc(OC)cc2)C(=O)OCc2ccco2)cc1,0,-4
CCc1c(C)nc2ncnn2c1N1CCC(C(=O)Nc2ccc(C)cc2)CC1,7,5
Cc1ccc(S(=O)(=O)c2nc(C(C)(C)C)oc2N2CCOCC2)cc1,-7,5
CCc1nc2c(OCCOc3ccccc3)cccn2c1N(C)C(=O)C1CC1,-1,3
COc1ncnc2sc(-c3ccccc3)cc12,50*,4
CCCc1cc(C(N)=O)c(NC(C)=O)s1,-2,-10
COc1cccc(C2C3=C(CCCC3=O)Nc3nc(-c4cc(OC)c(OC)c(OC)c4)nn32)c1 (centres undefined),-1,-1
Oc1ccccc1-c1nnc(-c2ccc(C(F)(F)F)cc2)o1,u,-3
O=C(CSc1nnc(SCc2ccc(Cl)cc2)s1)N1CCOCC1,-12,-8
CCCNC(=O)C1(C)CCCN(Cc2ccccc2-c2ccccc2)C1 (centres undefined),3,-5
CCOC(=O)c1cnc(SCc2nc(N)nc(Nc3ccccc3)n2)nc1N,4,5

# Continued:
SMILES,esBAF inh,RAD54 branch
Clc1ccc(Cn2c(-c3cccnc3Cl)nc3ccccc32)cc1,-1,1
COc1cccc(NC(=O)CSc2nnc(COc3ccc4c(c3)CCCC4)o2)c1,-5,-2
Cc1nc2ccccc2nc1OCC(=O)NCc1ccc2c(c1)OCO2,3,-1
CCC(CC)C(=O)Nc1cccc(/C(C)=N/NC(=O)c2c(Br)cnn2C)c1,-5,6
Cc1ccc2c(C)c(C(=O)Nc3cccnc3)oc2c1,27,2
COc1ccc(C(=O)NCC(=O)NCC2COc3ccccc3O2)cc1 (centres undefined),0,-3
O=C(COC(=O)c1ccccn1)NC1CCCCC1,1,-8
CN(c1ccccc1)S(=O)(=O)c1cccc(NC(=O)Cn2cnc3ccccc3c2=O)c1,-23,2
CCc1[nH]nc2c1C(c1ccsc1)C(C#N)=C(N)O2 (centres undefined),-7,-3
O=C(c1ccccc1Nc1ccc(SC(F)F)cc1)N1CCCCC1,-5,-18
O=C(CSc1nnc(COc2ccc(Cl)cc2)n1Cc1ccco1)c1ccccc1F,2,-14
CCn1nnc(NC(=O)COc2cc(C)ccc2C(C)C)n1,-9,4
COc1ccc(C(=O)NN(C)c2nc(-c3ccccc3)nnc2C(F)(F)F)cc1,2,0
Cc1ccc(C(=O)NC(=S)Nc2cccc3c(C)cc(C)nc23)cc1,13,-3
O=C1/C(=C\c2ccccc2)CCc2c1[nH]c1ccccc21,34,2
O=C(/C=C(\O)c1ccc(Cl)cc1)C(=O)NNC(=O)C(O)(c1ccccc1)c1ccccc1,1,0
COc1ccc(/C=C(\C#N)C(=O)NCC2CCCO2)cc1OC (centres undefined),8,4
CC(C)c1ccc2oc(-c3cc(N)ccc3O)nc2c1,-52,-5
O=C(CSc1nnc2ccccn12)Nc1ccccc1C(=O)NC1CC1,1,-6
COCCn1c(C)cc(C2=NNC(=Nc3ccccc3)SC2)c1C,-12,2
O=C(CN1C(=O)c2cccc3cccc1c23)NCc1ccncc1,-5,-6
CCOC(=O)CCC(NC(=O)c1ccc(NCN2C(=O)CCC2=O)cc1)C(=O)OCC (centres undefined),-1,-9
CCC1(C)OC(=O)N(CCCn2ccnc2C)C1(C)O (centres undefined),1,1
CC(C#N)Sc1ncnc2sc3c(c12)CCC3 (centres undefined),6,-14
O=C(O)CSc1nc(-c2ccccc2)nc2c1oc1ccccc12,-5,-5

# Further results
SMILES,esBAF inh,RAD54 branch
Cc1nnc(C)n1/N=C/c1ccc(-c2ccccc2)cc1,4,-4
Cc1ccc(C2NNC(=O)C2NC(=O)c2ccccc2)cc1 (centres undefined),51*,-1
CN1CCN(c2ccccc2NC(=O)c2cc3ccccc3o2)CC1,4,17
COc1ccc(CCn2c(=S)[nH]c3cc(C(=O)NCc4ccco4)ccc3c2=O)cc1OC,-65,1
COc1cc(OC)c(C(=O)Oc2ccc3c(c2)OCO3)cc1OC,-3,-2
O=C(COC(=O)c1cnccn1)Nc1ccc2c(c1)OCO2,29,-3
COc1ccc(OCCN2CCCC2)cc1Nc1nnc(Cl)c(Nc2ccccc2S(C)(=O)=O)n1,7,19
CCOC(=O)c1nnn(-c2nonc2-n2cccc2)c1CN1CCCCC1,-17,-11
CCn1c(=O)cc(SCC(=O)NCC2CCCO2)c2ccccc21 (centres undefined),-1,3
O=[N+]([O-])c1ccc(NNC(=S)Nc2ccccc2)cc1,2,-7
Cc1cc(Cl)cc(C)c1OCC(=O)O,-4,-9
O=C(CCCc1nc(-c2ccccc2)no1)NCc1cccnc1,-4,12
Cc1cc(C)n(CC(O)CN2C(=O)NC(C)(C)C2=O)n1 (centres undefined),5,6
Cc1ccc(NC(=O)c2cc(-c3ccc(C)o3)nc3ccccc23)nc1,0,13
COC(=O)Cc1c(O)ccn(Cc2ccccc2OC)c1=O,-8,8
Clc1ccc(CN2C3=NCCN3c3ccccc32)cc1Cl,-9,-2
CCCCCn1c(N2CCN(Cc3ccccc3)CC2)nc2c1c(=O)[nH]c(=O)n2C,-5,-4
O=C1CCc2cc(S(=O)(=O)NCCC(=O)NC3CCN(Cc4ccccc4)CC3)ccc2N1,-1,-5
Cn1c(=O)c2cc(S(=O)(=O)NCCC(=O)N3CC=C(c4ccccc4)CC3)ccc2n(C)c1=O,-1,-2
CC(=O)N1SC(N)=NC1c1ccccc1 (centres undefined),-2,-4
O=C(CSc1nnc(-c2ccccn2)n1Cc1ccco1)c1ccccc1,-1,-16
COc1ccc(CCNc2nc(N3CCCCC3)nc(N3CCCCC3)n2)cc1OC,-5,2
O=C(NCc1ccc(F)cc1)C1CCCN(C(=O)Nc2ccccc2)C1 (centres undefined),-23,-6
CCCCCCNC(=O)Cc1c(O)c2ccccc2[nH]c1=O,-1,-7
COCCN(CCOC)Cc1c(C)[nH]c2ccccc2c1=O,-13,-21

# 3 entries already listed, arranged by count of non-hydrogen atoms, largest number first.
SMILES,esBAF inh,RAD54 branch
CCCCCn1c(N2CCN(Cc3ccccc3)CC2)nc2c1c(=O)[nH]c(=O)n2C,-5,-4
Clc1ccc(CN2C3=NCCN3c3ccccc32)cc1Cl,-9,-2
CC(=O)N1SC(N)=NC1c1ccccc1 (centres undefined),-2,-4

# (more compounds)
SMILES,esBAF inh,RAD54 branch
Cc1cc(C)n(-c2nc(NCC(C)O)c3c4c(sc3n2)CCCC4)n1 (centres undefined),-18,-4
Cc1csc(NC(=O)CSc2nnc(-c3ccoc3C)o2)n1,43*,2
COc1ccc(-n2c(Cc3cccn3C)nnc2SCC(=O)Nc2cccc(NC(C)=O)c2)cc1,5,-3
COC(=O)c1cccc(NC(=O)C2COc3ccccc3O2)c1 (centres undefined),5,7
NC(=O)C(c1ccc(Sc2ccccc2)nn1)c1ccc(Cl)cc1Cl (centres undefined),5,3
CC(Cc1ccccc1)N/C=C1\CC(=O)NC1=O (centres undefined),0,7
CCCN(CCC)CC(=O)NCC1(c2ccccc2)CCOCC1,8,-1
CCN1C(=O)/C(=C\c2ccco2)C(C(=O)OC)=C1C,-7,6
Cc1ccc(OCc2nnc(SCC(=O)N3CCc4ccccc43)n2C)cc1,8,11
CCCSC(=S)NC1CCS(=O)(=O)C1 (centres undefined),3,7
C/C(=C\c1ccccc1)C(=O)Nc1cc(C)on1,56*,10
CC(C)(C)c1csc(N(CCC#N)CCC#N)n1,7,5
COc1ccc(CC(=O)O/N=C(\N)Cc2ccc(OC)cc2)cc1,-7,-6
COc1ccc(C(c2nnnn2Cc2cccs2)N2CCC(C(N)=O)CC2)c(OC)c1 (centres undefined),-8,4
COc1ccccc1N1CCN(S(=O)(=O)c2ccc(F)cc2)CC1,-1,-3
Cc1ccc(C2CC(c3cccc(Br)c3)Nc3nnnn32)cc1 (centres undefined),-9,5
Cn1c(CNc2nc(-c3ccccc3)cs2)nnc1SCC(=O)c1ccccc1,7,-1
COc1cc(OC)cc(C(=O)N2CCN(Cc3cccc(F)c3)CC2)c1,6,6
O=C(NCc1ccco1)c1ccc(S(=O)(=O)N2CCOCC2)cc1,-9,5
CC(=O)/C(=N/Nc1cccc(C)c1)N1CCOCC1,11,-2
COc1ccc(NC(=O)C2CCCN(C(=O)NC3CCCCC3)C2)cc1OC (centres undefined),6,0
CN1CCCC(OC(=O)c2cc(Cl)ccc2Cl)C1 (centres undefined),1,-3
CCCCn1nnnc1SCC(=O)NNC(=O)C1CCCCC1,-2,5
CCN(CC)S(=O)(=O)c1cccc(C(=O)N2CC(O)CC2C(=O)O)c1 (centres undefined),-2,-3
CCOc1ccc2cc(S(=O)(=O)n3ccnc3C)ccc2c1,-8,-4

# Structural class, those above with a nitro group on carbon
SMILES,esBAF inh,RAD54 branch
COc1cc([N+](=O)[O-])ccc1N/C=C/C(=O)c1cccs1,-29,-43
O=[N+]([O-])c1ccc(NNC(=S)Nc2ccccc2)cc1,2,-7

# Further results
SMILES,esBAF inh,RAD54 branch
COC(=O)c1ccc(C(=O)OC)c(NC(=O)COC(=O)CC2CC3CCC2C3)c1 (centres undefined),-1,-13
CS(=O)(=O)Nc1ccccc1C(=O)NCc1ccco1,-4,-1
CCCOc1cccc(/C=N/NC(=O)c2csc(C)c2C)c1,21,8
COc1ccc(S(=O)(=O)N2CCCC(C(=O)O)C2)cc1Cl (centres undefined),-2,2
O=C(Nc1ccc(F)cc1)c1sccc1SCc1cccc(C(F)(F)F)c1,-2,-3
CC(C)(C)NC(=O)NC(=O)COC(=O)COc1ccc2c(c1)CCC2,0,-3
Cn1c(CN2CCOCC2)nnc1SCC(=O)NCCc1ccccc1,-6,-8
COc1ccc(OC)c(NC(=O)C2C3C=CC(C3)C2C(=O)NCc2ccccn2)c1 (centres undefined),-12,2

# Compound profiles (already shown). Order of values: esBAF inh, RAD54 branch
# `COc1cc([N+](=O)[O-])ccc1N/C=C/C(=O)c1cccs1` is listed with -29, -43
# `O=[N+]([O-])c1ccc(NNC(=S)Nc2ccccc2)cc1` is listed with 2, -7
# `CC1(C)CC(=O)C2=C(C1)NC(=O)CC2c1cccc(F)c1` (centres undefined) is listed with 3, 6
# `CNc1nc2sc3c(c2c(=O)n1C)CC(C)(C)SC3` is listed with 7, -8
# `CCCCCn1c(N2CCN(Cc3ccccc3)CC2)nc2c1c(=O)[nH]c(=O)n2C` is listed with -5, -4
